High-throughput results from PubChem BioAssay.
T cell HTS: modulates CD8 T cell binding to vesicles; 2C CD8+ T cell-vesicle binding, flow cytometry; active compounds read low; AID 2052; 0.068% of 330,000 active; calls only at 7 µM;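 active = response, share of CD8 T cells binding vesicles, and their 90th percentile fluorescence all below set limits, cut at about 80% in these data, passing the limit was not always enough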
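Material: 2C TCR transgenic mouse naive CD8+ T cells, MACS-purified. Also added: QL9-charged Drosophila Ld/ICAM-1/B7-1 vesicles. Timing: binding 1.5 h at 37 °C. Measured by: high-throughput flow cytometry with anti-B7-1 and anti-CD8 staining. Read-out: percent CD8+ FL2 mean versus row control. Controls: Unloaded micro-vesicles (low), QL9 vesicles with 0.7% DMSO (high).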
GPR55 LPI antagonism: inhibition of LPI-stimulated GPR55 beta-arrestin translocation – imaging, U2OS, beta-arrestin-GFP, LPI agonist, primary screen (AID 2013) | U2OS GPR55 beta-arrestin-GFP translocation imaging, LPI antagonism; higher % means a stronger effect | one-dose inhibition, % at 10 µM; IC50 in µM for titrated hits | 0.13% of 290,000 active;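 active = spots per cell inhibited over 60%, with over 100 cells counted and total cytoplasm intensity under 500,000; inconclusive = wells with under 100 cells, flagged as likely toxic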;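 also: U2OS cells stably carrying GPR55 and arrestin-GFP stimulated by 5 µM LPI near EC80; imaged beta-arrestin-GFP aggregate spots per cell after agonist stimulation; plate controls were LPI-stimulated DMSO wells for no effect and DMSO wells without LPI for full effect; some results filed as inactive read as strong as hits; confirmed hits need IC50 under 10 µM and bright autofluorescent wells are also inconclusive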
Myeloid diff MLP: myeloid differentiation induction. ER-HoxA9 myeloid progenitors, lysozyme-GFP differentiation, flow cytometry. calls only at 10 µM. 1% of 360,000 active. AID 624256;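 active = normalized GFP-positive differentiation at or above the plate's own cutoff, the solvent-only control mean plus 3 SD; inconclusive = no clear call, values can overlap the other calls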;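 also: cells exposed to compound for four days before flow analysis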
KOR beta-arrestin-1: kappa opioid receptor activators – cell-based, luminescence, uHTS, primary screen (AID 1777); 0.02% of 280,000 active; activation, % at 10 µM; hits with a dose series show EC50 in µM; KOR beta-arrestin recruitment, luminescence; higher % means a stronger effect; in the data active = activation above about 50%, passing the limit was not always enough; also: a part of the inactive calls stands beside numbers as strong as those of hits
GPR55 activation: selective activators of receptor GPR55 – imaging, U2OS cells, beta-arrestin-GFP redistribution, primary screen (AID 1961). U2OS GPR55 beta-arrestin-GFP redistribution imaging; higher % means a stronger effect. one-dose activation, % at 10 µM; EC50 in µM for titrated hits. 0.048% of 290,000 active;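 active = activation above 40% with more than 50 cells counted in the well; inconclusive = wells holding fewer than 50 cells, flagged as toxic or sparse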;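 also: U2OS osteosarcoma cells stably expressing GPR55 and beta-arrestin-GFP; plate controls were DMSO negative control for no effect and LPI positive control for full effect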
NTR1 ag: agonists of NTR1, primary screen, imaging, U2OS cells, beta-arrestin-GFP, high content (AID 493036); P30989; NTR1-U2OS beta-arrestin-GFP spot imaging, agonist mode; activation, % at 20 µM; 0.17% of 330,000 active;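 active = activation at or above 40% of the spot to cytoplasm intensity ratio, with at least 20 cells analyzed; inconclusive = wells under 20 cells, flagged as cytotoxic or low count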;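 also: 0% = DMSO without peptide and 100% = 100 nM NTR1 peptide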
Target sequence (P30989 whole entry, looked up): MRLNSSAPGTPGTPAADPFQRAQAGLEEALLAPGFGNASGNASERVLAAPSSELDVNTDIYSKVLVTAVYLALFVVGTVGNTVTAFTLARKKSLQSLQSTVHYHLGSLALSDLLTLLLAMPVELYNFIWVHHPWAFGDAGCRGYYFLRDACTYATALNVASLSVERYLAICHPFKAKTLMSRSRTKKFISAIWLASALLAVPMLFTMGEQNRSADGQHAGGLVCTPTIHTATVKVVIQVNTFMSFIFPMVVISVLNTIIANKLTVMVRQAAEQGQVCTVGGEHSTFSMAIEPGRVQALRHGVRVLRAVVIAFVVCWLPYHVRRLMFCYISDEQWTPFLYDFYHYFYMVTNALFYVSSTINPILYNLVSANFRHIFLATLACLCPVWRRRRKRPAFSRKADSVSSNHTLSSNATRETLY
NOD1 inhibition: inhibition of NOD1-driven NF-kB reporter – cell-based, luminescence, uHTS, primary screen (AID 1578); NOD1-driven NF-kB luciferase reporter cells, luminescence; higher % means a stronger effect; one-dose inhibition, % at 4 µM; EC50 in µM for titrated hits; 1% of 290,000 active; in the data active = inhibition mostly above about 36%, no sharp cut-off; inactive = mostly below about 34%;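 also: HEK-293T reporter cells stimulated with the NOD1 agonist gamma-tri-DAP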
KOR beta-arrestin-2: KOR antagonists, beta-arrestin recruitment, cell-based, luminescence, uHTS (AID 1778); inhibition, % at 10 µM, or IC50 in µM where a hit was titrated; KOR beta-arrestin recruitment, luminescence, antagonist mode; higher % means a stronger effect; 0.091% of 290,000 active; also: strong numbers were not always called active
NOD2 inhibition: NOD2 signaling inhibitors, cell-based, luminescence, uHTS, HEK293 (AID 1566); HEK293 NOD2/NF-kB luciferase reporter, luminescence; higher % means a stronger effect; inhibition, % at 4 µM; hits with a dose series show EC50 in µM; 0.63% of 290,000 active; also: many of its hits are not listed in these tables
T cell HTS vesicle-bound %: further read-out of T cell HTS, marked with its call; double positive events, %; measured here: CD8+ vesicle-bound cell fraction;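 binding gate set so that unloaded-vesicle control wells show 10% double positive cells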
NTR1 ag cell count 20 µM: further read-out of NTR1 ag, marked with its call; cell count; measured here: cell count, cytotoxicity flag
Myeloid diff MLP GFP+ MAC1+ %: second read-out of Myeloid diff MLP, no call of its own (marks repeat the call); GFP+ MAC1+ double positive, %; measured here: differentiation confirmed by MAC1 staining
The depositor's hits bear a star; [ ] = dose if it differs, or a comment. Rule as the data show it, unless noted: active = inhibition above about 50%; inactive = the rest.

`COc1ccc(NC(=O)CSc2nc3c([nH]c4ccccc43)c(=O)n2C)c(OC)c1` gave T cell HTS inactive, GPR55 LPI antagonism 1%, Myeloid diff MLP inactive, KOR beta-arrestin-1 1.3%, GPR55 activation -0.1%, NTR1 ag 3.1, NOD1 inhibition -3%, KOR beta-arrestin-2 -403%, NOD2 inhibition -28%, T cell HTS vesicle-bound % 24, NTR1 ag cell count 20 µM 81 and Myeloid diff MLP GFP+ MAC1+ % 0.9.
`COCCOCCn1cnc2ccccc21` gave T cell HTS inactive, GPR55 LPI antagonism -3%, Myeloid diff MLP inactive, KOR beta-arrestin-1 -1.2%, GPR55 activation -0.1%, NTR1 ag -0.2, NOD1 inhibition 1%, KOR beta-arrestin-2 8%, NOD2 inhibition 17%, T cell HTS vesicle-bound % 60, NTR1 ag cell count 20 µM 80 and Myeloid diff MLP GFP+ MAC1+ % 1.1.
CCO[C@H]1OC(C(=O)O)=C[C@@H](C)[C@@H]1CCCO was read as T cell HTS inactive, GPR55 LPI antagonism 4%, Myeloid diff MLP inactive, KOR beta-arrestin-1 0.2%, GPR55 activation -0.2%, NTR1 ag 0.4, NOD1 inhibition 3%, KOR beta-arrestin-2 -21%, NOD2 inhibition -20%, T cell HTS vesicle-bound % 22, NTR1 ag cell count 20 µM 87 and Myeloid diff MLP GFP+ MAC1+ % 1.3.
For CCOC(=O)C1(Cc2ccccc2)CCN(Cc2ccc3c(c2)OCCO3)CC1 the results were T cell HTS inactive, GPR55 LPI antagonism 23%, KOR beta-arrestin-1 0.9%, GPR55 activation 0.1%, NTR1 ag 3.3, NOD1 inhibition -26%, KOR beta-arrestin-2 -20%, NOD2 inhibition 3%, T cell HTS vesicle-bound % 55 and NTR1 ag cell count 20 µM 38.
O=C1c2ccccc2C(Nc2ccc3c(c2)OCCO3)N1c1ccccn1 (configuration not stated) was read as T cell HTS inactive, GPR55 LPI antagonism 15%, Myeloid diff MLP inactive, KOR beta-arrestin-1 -3.1%, GPR55 activation 0.4%, NTR1 ag -1.6, NOD1 inhibition -16%, KOR beta-arrestin-2 1%, NOD2 inhibition -14%, T cell HTS vesicle-bound % 39, NTR1 ag cell count 20 µM 59 and Myeloid diff MLP GFP+ MAC1+ % 9.4.
`CCCNC(=O)c1onc(CSc2nc3ccccc3[nH]2)c1C(=O)NCCC` gave T cell HTS inactive, GPR55 LPI antagonism 9%, Myeloid diff MLP inactive, KOR beta-arrestin-1 3.9%, GPR55 activation -0.2%, NTR1 ag 7.4, NOD1 inhibition 11%, KOR beta-arrestin-2 -9%[20 µM], NOD2 inhibition 21%, T cell HTS vesicle-bound % 43, NTR1 ag cell count 20 µM 49 and Myeloid diff MLP GFP+ MAC1+ % 1.1.
For CCOC(=O)Cc1nc2ccccc2n(CC#N)c1=O the results were T cell HTS inactive, GPR55 LPI antagonism 0%, Myeloid diff MLP inactive, KOR beta-arrestin-1 -4.2%, GPR55 activation 1.3%, NTR1 ag -0.1, NOD1 inhibition 11%, KOR beta-arrestin-2 6%, NOD2 inhibition 4%, T cell HTS vesicle-bound % 36, NTR1 ag cell count 20 µM 50 and Myeloid diff MLP GFP+ MAC1+ % 0.4.
CCN1CCN(c2cc(=O)n(Cc3ccc(F)cc3)c(=O)[nH]2)CC1 was read as T cell HTS inactive, GPR55 LPI antagonism 3%, Myeloid diff MLP inactive, KOR beta-arrestin-1 -5.9%, GPR55 activation 0.6%, NTR1 ag 6.0, NOD1 inhibition -2%, KOR beta-arrestin-2 -3%, NOD2 inhibition -4%, T cell HTS vesicle-bound % 46, NTR1 ag cell count 20 µM 65 and Myeloid diff MLP GFP+ MAC1+ % 0.7.
`CNC(=O)CCc1ccc(OC)cc1` gave T cell HTS inactive, GPR55 LPI antagonism 9%, Myeloid diff MLP inactive, KOR beta-arrestin-1 1.0%, GPR55 activation -0.1%, NTR1 ag -0.9, NOD1 inhibition 0%, KOR beta-arrestin-2 5%, NOD2 inhibition 6%, T cell HTS vesicle-bound % 33, NTR1 ag cell count 20 µM 32 and Myeloid diff MLP GFP+ MAC1+ % 1.1.
CC(=O)Nc1ccc(N(C(=O)CNC(=O)c2cccs2)C(C(=O)NCC2CCCO2)c2ccccc2)cc1 (configuration not stated) was read as T cell HTS inactive, GPR55 LPI antagonism -1%, Myeloid diff MLP inactive, KOR beta-arrestin-1 -2.5%, GPR55 activation 0.2%, NTR1 ag 1.1, NOD1 inhibition -37%, KOR beta-arrestin-2 1%, NOD2 inhibition -3%, T cell HTS vesicle-bound % 48, NTR1 ag cell count 20 µM 62 and Myeloid diff MLP GFP+ MAC1+ % 0.8.
Screening CC(=O)c1cccc(NC(=O)c2ccc(N(C)S(=O)(=O)c3ccc(C)cc3)cc2)c1 returned T cell HTS inactive, GPR55 LPI antagonism -10%, Myeloid diff MLP inactive, KOR beta-arrestin-1 3.3%, GPR55 activation -0.1%, NTR1 ag 2.1, NOD1 inhibition -9%, KOR beta-arrestin-2 -8%, NOD2 inhibition 32%, T cell HTS vesicle-bound % 9, NTR1 ag cell count 20 µM 73 and Myeloid diff MLP GFP+ MAC1+ % 0.5.
Screening Cc1onc(-c2ccccc2)c1C(=O)NCc1ccc(Cl)cc1 returned T cell HTS inactive, GPR55 LPI antagonism 8%, Myeloid diff MLP inactive, KOR beta-arrestin-1 2.5%, GPR55 activation 0.0%, NTR1 ag 1.8, NOD1 inhibition 2%, KOR beta-arrestin-2 -25%, NOD2 inhibition -10%, T cell HTS vesicle-bound % 27, NTR1 ag cell count 20 µM 94 and Myeloid diff MLP GFP+ MAC1+ % 0.9.
COc1ccc(OC)c(-n2cnc3cc(C(=O)O)ccc32)c1 was read as T cell HTS inactive, GPR55 LPI antagonism -6%, Myeloid diff MLP inactive, KOR beta-arrestin-1 3.5%, GPR55 activation 0.0%, NTR1 ag -0.9, NOD1 inhibition 4%, KOR beta-arrestin-2 -26%, NOD2 inhibition -4%, T cell HTS vesicle-bound % 27, NTR1 ag cell count 20 µM 40 and Myeloid diff MLP GFP+ MAC1+ % 0.5.
`COC(=O)Nc1ccc(S(=O)(=O)N2CCC(C(=O)N(C)C3CCCCC3)CC2)cc1` gave T cell HTS inactive, GPR55 LPI antagonism 11%, Myeloid diff MLP inactive, KOR beta-arrestin-1 0.2%, GPR55 activation 0.4%, NTR1 ag -0.1, NOD1 inhibition -37%, KOR beta-arrestin-2 7%, NOD2 inhibition 8%, T cell HTS vesicle-bound % 50, NTR1 ag cell count 20 µM 55 and Myeloid diff MLP GFP+ MAC1+ % 1.1.
Cc1cc(C(c2ccc(O)cc2)c2cc(C)c(O)cc2C)c(C)cc1O was read as T cell HTS inactive, GPR55 LPI antagonism 2%, Myeloid diff MLP inactive, KOR beta-arrestin-1 -0.3%, GPR55 activation -0.3%, NTR1 ag 6.2, NOD1 inhibition 5%, KOR beta-arrestin-2 -35%[20 µM], NOD2 inhibition 17%, T cell HTS vesicle-bound % 67, NTR1 ag cell count 20 µM 65 and Myeloid diff MLP GFP+ MAC1+ % 0.3.
Cc1cc(C(=O)Nc2cccnc2Cl)on1 was read as T cell HTS inactive, GPR55 LPI antagonism 6%, Myeloid diff MLP inactive, KOR beta-arrestin-1 -1.6%, GPR55 activation 0.2%, NTR1 ag -2.0, NOD1 inhibition -4%, KOR beta-arrestin-2 -31%, NOD2 inhibition 5%, T cell HTS vesicle-bound % 18, NTR1 ag cell count 20 µM 88 and Myeloid diff MLP GFP+ MAC1+ % 0.9.
Screening COc1ccc(-c2coc3c(CN4CCOCC4)c(O)ccc3c2=O)cc1 returned T cell HTS inactive, GPR55 LPI antagonism 0%, Myeloid diff MLP inactive, KOR beta-arrestin-1 7.1%, GPR55 activation 1.8%, NTR1 ag 0.1, NOD1 inhibition -12%, KOR beta-arrestin-2 8%, NOD2 inhibition -2%, T cell HTS vesicle-bound % 47, NTR1 ag cell count 20 µM 64 and Myeloid diff MLP GFP+ MAC1+ % 0.2.
Screening O=c1ccc(Cc2ccccn2)n[nH]1 returned T cell HTS inactive, GPR55 LPI antagonism -11%, Myeloid diff MLP inactive, KOR beta-arrestin-1 3.6%, GPR55 activation 0.3%, NTR1 ag -0.9, NOD1 inhibition 3%, KOR beta-arrestin-2 -22%, NOD2 inhibition 0%, T cell HTS vesicle-bound % 38, NTR1 ag cell count 20 µM 50 and Myeloid diff MLP GFP+ MAC1+ % 1.2.
`CCCCC(=O)Nc1cccc(NC(=O)c2ccc3c(c2)OCO3)c1` gave T cell HTS inactive, GPR55 LPI antagonism 4%, Myeloid diff MLP inactive, KOR beta-arrestin-1 -4.1%, GPR55 activation inconclusive, NTR1 ag -0.1, NOD1 inhibition -10%, KOR beta-arrestin-2 20%, NOD2 inhibition 8%, T cell HTS vesicle-bound % 31, NTR1 ag cell count 20 µM 82 and Myeloid diff MLP GFP+ MAC1+ % 0.1.
Screening COc1ccc(-c2nnc3ccc(SCC(=O)NCc4ccco4)nn23)cc1 returned T cell HTS inactive, GPR55 LPI antagonism 14%, Myeloid diff MLP inactive, KOR beta-arrestin-1 -3.7%, GPR55 activation -0.1%, NTR1 ag -0.4, NOD1 inhibition -6%, KOR beta-arrestin-2 24%, NOD2 inhibition 5%, T cell HTS vesicle-bound % 47, NTR1 ag cell count 20 µM 80 and Myeloid diff MLP GFP+ MAC1+ % 4.8.
Screening O=C1CN(C(=O)c2ccc(F)c(S(=O)(=O)N3CCOCC3)c2)c2ccccc2N1 returned T cell HTS inactive, GPR55 LPI antagonism 5%, Myeloid diff MLP inactive, KOR beta-arrestin-1 -1.7%, GPR55 activation -0.4%, NTR1 ag 1.5, NOD1 inhibition -23%, KOR beta-arrestin-2 16%, NOD2 inhibition 8%, T cell HTS vesicle-bound % 56, NTR1 ag cell count 20 µM 57 and Myeloid diff MLP GFP+ MAC1+ % 0.3.
COc1ccc(C(=O)CSc2cc(C)nc3nc(C)nn23)cc1OC was read as T cell HTS inactive, GPR55 LPI antagonism 5%, Myeloid diff MLP inactive, KOR beta-arrestin-1 -2.0%, GPR55 activation -0.1%, NTR1 ag 2.3, NOD1 inhibition -17%, KOR beta-arrestin-2 33%, NOD2 inhibition 14%, T cell HTS vesicle-bound % 32, NTR1 ag cell count 20 µM 56 and Myeloid diff MLP GFP+ MAC1+ % 0.8.

Not all compounds are listed, so the mix of outcomes need not match the whole.
